Compound activity deposited in PubChem BioAssay by National Center for Advancing Translational Sciences (NCATS).
RXFP1 ag = agonists of human relaxin receptor RXFP1; Q9HBX9; HEK293T-RXFP1 cAMP TR-FRET, 30 min; response scale: percent of porcine relaxin response, buffer zero; Potency, µM (doses to about 57.5 µM), for the others: at the top dose activation, usual class: activators; actives 0.3% (n = 370,000); AID 2676; note: % is set by controls: 0 for no effect and ±100 for the full control effect; nearly all actives have a fitted effect of over 60% in size; many of its hits are not listed in these tables
Target sequence (Q9HBX9 whole entry, looked up): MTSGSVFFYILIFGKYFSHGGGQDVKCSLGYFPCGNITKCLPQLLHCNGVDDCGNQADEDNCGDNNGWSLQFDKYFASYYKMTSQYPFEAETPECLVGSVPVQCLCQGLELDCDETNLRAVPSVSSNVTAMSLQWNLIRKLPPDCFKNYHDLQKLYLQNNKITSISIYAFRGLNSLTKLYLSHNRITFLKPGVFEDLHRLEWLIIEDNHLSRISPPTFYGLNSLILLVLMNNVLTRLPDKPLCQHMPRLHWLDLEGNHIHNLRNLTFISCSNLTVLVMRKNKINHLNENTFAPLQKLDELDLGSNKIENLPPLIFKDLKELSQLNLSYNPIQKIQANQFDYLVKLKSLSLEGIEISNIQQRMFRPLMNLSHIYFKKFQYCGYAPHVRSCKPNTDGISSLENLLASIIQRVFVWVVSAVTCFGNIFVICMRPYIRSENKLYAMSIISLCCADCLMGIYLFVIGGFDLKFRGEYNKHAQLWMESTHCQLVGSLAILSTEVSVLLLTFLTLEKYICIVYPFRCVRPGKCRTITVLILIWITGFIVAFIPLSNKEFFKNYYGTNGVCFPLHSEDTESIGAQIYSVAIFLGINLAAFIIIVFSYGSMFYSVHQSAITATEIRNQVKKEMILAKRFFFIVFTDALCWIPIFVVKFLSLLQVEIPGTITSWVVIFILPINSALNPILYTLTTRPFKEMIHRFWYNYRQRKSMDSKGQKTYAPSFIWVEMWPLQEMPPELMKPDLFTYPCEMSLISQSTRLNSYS
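Agonist response is measured as cAMP accumulation in an RXFP1-transfected HEK293T line under PDE4 inhibition. Values are scaled between buffer-only and 29 nM porcine relaxin, and EC50s come from standard Hill equation fits.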
RGS4 inh = blocks human RGS4-accelerated GTP hydrolysis; P49798; Transcreener GDP fluorescence polarization, RGS4-accelerated GTP hydrolysis; Potency, µM (top dose mostly 114 µM), inactives show at the top dose activity change, negative = inhibition, most hits filed as inhibitors; actives 0.039% (n = 390,000); note: % is set by controls: 0 for no effect and ±100 for the full control effect; nearly all actives have a fitted effect of over 75% in size; some results filed as inactive show a strong effect at the top dose
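MLSMR compounds (23 nl, pin-transferred) preincubated 10 min at room temperature with a 500nM (2x) first reagent, then RGS4 at 900nM (2x) plus Transcreener GDP mix added; fluorescence polarization (620/688 nm) read before and after 90 min at 30 °C.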
Vif-A3G inh = blocks the Vif interaction with human APOBEC3G; Potency, µM (doses to about 46.1 µM), without a hit: at the top dose activity, negative = active, most hits filed as inhibitors; AID 602310; HeLa A3G-eYFP + Vif (tagged APOBEC3G with the HIV-1 protein that degrades it), YFP fluorescence, overnight; Q9HC16; actives 0.076% (n = 410,000);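 note: % is set by controls: 0 for no effect and ±100 for the full control effect; nearly all actives have a fitted effect of over 60% in size; hits raise eYFP signal because A3G escapes Vif-driven loss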
Target sequence (Q9HC16 whole entry, looked up): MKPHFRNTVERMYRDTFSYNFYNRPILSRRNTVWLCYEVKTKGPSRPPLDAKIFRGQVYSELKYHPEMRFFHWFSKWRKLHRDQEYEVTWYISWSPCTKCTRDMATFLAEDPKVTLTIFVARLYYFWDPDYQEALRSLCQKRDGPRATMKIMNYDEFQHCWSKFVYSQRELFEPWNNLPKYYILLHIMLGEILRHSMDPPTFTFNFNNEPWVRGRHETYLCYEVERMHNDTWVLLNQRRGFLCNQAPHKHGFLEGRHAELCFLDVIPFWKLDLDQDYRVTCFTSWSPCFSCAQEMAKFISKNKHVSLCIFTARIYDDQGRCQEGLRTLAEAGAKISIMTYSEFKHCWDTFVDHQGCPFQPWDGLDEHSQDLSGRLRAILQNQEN
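Read-out is eYFP fluorescence (Ex 488/Em 500-530) from Vif-expressing HeLa A3G-eYFP cells; more signal means A3G escaped Vif-mediated degradation. Cells plated overnight, compound pinned in, incubated overnight at 37 deg C.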
ALOX12 inh = blocks human arachidonate 12S-lipoxygenase; P18054; purified 12hLO, xylenol orange hydroperoxide absorbance; Potency, µM (doses to about 108 µM), inactives show top-dose activity change, negative = inhibition, usual class: inhibitors; actives 1.1% (n = 580,000); note: % is set by controls: 0 for no effect and ±100 for the full control effect
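Purified human 12hLO at 150 nM in 25 mM Hepes, 0.01% Triton X-100, pH 7.0, preincubated 15 min at room temperature with compound. Reaction started with 40 uM arachidonic acid, 30 min at room temperature. Hydroperoxide measured by Fe-xylenol orange, 573/405 nm absorbance ratio.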
mIDH1 inhibitor = inhibitors of human mutant IDH1 R132H; Potency, µM (series often up to 76.6 µM), inactives show at the top dose activity change, negative = inhibition, actives largely listed as inhibitors; AID 602179; IDH1-R132H enzyme, NADPH consumption, diaphorase/resazurin fluorescence; actives 0.093% (n = 390,000); O75874; note: % is set by controls: 0 for no effect and ±100 for the full control effect; nearly all actives have a fitted effect of over 65% in size
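IDH1-R132H (0.5 ug/mL dispensed) in pH 7.5 Tris buffer was preincubated 30 min with compound, then given a substrate mix of 0.016 mM NADPH and 2 mM alpha-KG for 80 min at room temperature; remaining NADPH was read by diaphorase/resazurin fluorescence.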
Vif-A3F inh = Vif-A3F binding inhibition; Potency, µM (titrated, usually from 46.1 µM), without a hit: at the top dose activity, negative = active; HeLa A3F-eYFP + Vif (tagged APOBEC3F with the HIV-1 protein that degrades it), YFP fluorescence increase; actives 0.2% (n = 390,000); note: % of control where 0% means no effect; nearly all actives have a fitted effect of over 65% in size
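HeLa cells stably expressing A3F-eYFP plus Vif, plated and incubated overnight at 37 deg C, then exposed to compounds overnight at 37 deg C. Blocked degradation read as raised yellow fluorescence (Ex 488/Em 500-530).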
rTrxR1 inhibitor = inhibitors of rat thioredoxin reductase 1; O89049; recombinant rTrxR1, NADPH fluorescence consumption, selenite substrate; Potency, µM (titrated, usually from 114 µM), without a hit: top-dose activity change, negative = inhibition, usual class: inhibitors; actives 1% (n = 390,000); note: % is set by controls: 0 for no effect and ±100 for the full control effect; nearly all actives have a fitted effect of over 65% in size
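Rat TrxR1 (90 nM in the dispensed reagent) was pre-reduced with 400 uM NADPH for 5 min at room temperature, then incubated with compound for 15 min. After 400 uM selenite was added, NADPH fluorescence (Ex 340/Em 450 nm) was followed for 8 min.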
USP1-UAF1 inh = blocks the human USP1/UAF1 deubiquitinase complex. AID 743255. Potency, µM (doses to about 57.1 µM), for inactives: at the top dose activity change, negative = inhibition, hits mostly inhibitors. actives 0.23% (n = 390,000). recombinant USP1/UAF1, Ub-Rhodamine cleavage fluorescence; note: % is set by controls: 0 for no effect and ±100 for the full control effect; nearly all actives have a fitted effect of over 60% in size; inactives centre near -12
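USP1/UAF1 complex at 1 nM was preincubated with compound for 15 min at room temperature, then Ub-Rho substrate (150nM final) was added. Fluorescence (480/540 nm) was read kinetically, 6 reads every 60 seconds.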
TrxR1 substrate = is turned over as a substrate by rat TrxR1; O89049; purified TrxR1 substrate turnover, NADPH consumption readout; Potency, µM (titrated, usually from 114 µM), without a hit: at the top dose activity change, negative = substrate turnover; actives 0.01% (n = 390,000); AID 588456; note: % is set by controls: 0 for no effect and ±100 for the full control effect; nearly all actives have a fitted effect of over 50% in size
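Rat TrxR1, dispensed at 90 nM, was prereduced with 400 uM NADPH (final) for 5 min at ~22 deg C, then incubated with compound 15 min before 400 uM selenite. A first-read NADPH fluorescence drop versus no-compound background flagged substrates.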
Starred values were filed as active, the others as inactive; u = inconclusive; x = no result given; & = joins results of further samples; [ ] = dose if it differs, or a comment. Calls come from the whole dose curve; as a rule, active = well fitted curve in the direction sought with a large enough effect; inconclusive = small, poorly fitted or top-dose-only effect, or another doubt; inactive = no such curve, though single readings can be large; an effect the other way counts as inactive or inconclusive. Potency is the fitted concentration of half-maximal effect.

SMILES	RXFP1 ag	RGS4 inh	Vif-A3G inh	ALOX12 inh	mIDH1 inhibitor	Vif-A3F inh	rTrxR1 inhibitor	USP1-UAF1 inh	TrxR1 substrate
O=C(N[C@@H]1C/C=C\C[C@@H](CC(=O)N(CCO)Cc2ccccc2)C(=O)NC[C@H](c2ccccc2)OC1=O)OCC1c2ccccc2-c2ccccc21	x	-15%	-24%	2%	11%	u	7%	-25%	4%
O=C(NNC(=O)C1CC1)c1ccc(F)cc1F	x	14%	0%	0%	-7%	u	17%	-6%	u
CC(=O)N1C(Nc2ccc(Cl)cc2)CCN1c1ccccc1 (stereo not given)	0.9%	10%	-6%	-18%	7%	2%	1%[57.1 µM]	-7%	7%[57.1 µM]
COc1ccc(CNC(=O)c2cc3ccccc3oc2=O)cc1	5.5%	19%	0%	28%	5%	-7%	10%	-3%	-5%
COc1ccccc1C(=O)NC(CCSC)C(=O)NCC(c1cccs1)N(C)C (stereo not given)	0.5%	27%	-3%	20%	-1%	7%	-8%	-4%	-12%
CCOP(=O)(OCC)C(NC(C)=O)C(=O)c1ccccc1 (stereo not given)	0.1%	31%	1%	-4%	0%	-4%	23%	5%	-1%[57.1 µM]
O=C(Nc1ccc(C(=O)NCCCN2CCCCC2)cc1)C1=CSCCO1	-2.0%	3%	-3%	0%	0%	-3%	10%	-21%	-1%
Cc1cc(C)c(-c2c(O)c3c(n(C)c2=O)CC(C)(C)CC3=O)c(C)c1	3.6%	-32%	-1%	-5%	-12%	5%	0%	-1%	4%
CCOC(=O)N1CCC(N2C(=O)c3ccc(C(=O)NCc4ccco4)cc3C2=O)CC1	-2.4%	-15%	4%	24%	-14%	2%	-47%	-19%	-2%[57.1 µM]
COc1ccc(CCC(=O)N2CCN(S(=O)(=O)c3cccc(C(F)(F)F)c3)CC2)cc1OC	0.4%	-2%	-6%	4%	17%	-13%	0%	-7%	-2%
O=C(CCCNC(=O)c1ccc(Cl)cc1)Nc1ccc(Br)cc1	3.4%	16%	-1%	-2%	2%	2%	19%[57.1 µM]	-25%	2%[57.1 µM]
CCCCn1c(-c2ccc(C)cc2)c(C)n2c3c(=O)n(C)c(=O)n(C)c3nc12	5.9%	-2%	1%	-7%	u	6%	-18%[57.1 µM]	2%	-11%[57.1 µM]
COc1ccc(-c2cc(CNS(=O)(=O)c3cc(OC)ccc3OC)on2)cc1	-0.9%	-2%	-1%	u	-7%	-6%	11%	-10%	4%
COc1ccc(CNC(=O)CNS(=O)(=O)c2ccc(Cl)cc2)cc1	-0.8%	33%	1%	0%	2%	-4%	10%	1%	4%[57.1 µM]
O=C(Nc1ccc(Cl)cc1)C1CCCN(c2cnccn2)C1 (stereo not given)	-1.2%	13%	-5%	26%	-4%	6%	26%	-16%	3%
CC(=O)c1ccc2c(c1)CCN2	x	3%	4%	4%	2%	11%	-23%	-2%	-18%
Cc1cc(C)c2oc(C(=O)N(Cc3ccccc3)c3ccccn3)cc(=O)c2c1	-1.5%	-12%	-12%	1%&-27%	7%	9%	9%	-15%	1%
Cc1ccc(Cn2ncc3c(N4CCCC4)ncnc32)cc1	3.4%	-4%	-7%	2%	8%	-14%	-5%	1%	-11%
Cc1nc(Nc2ccccc2F)c2nnn(Cc3ccccc3Cl)c2n1	u	-4%	-5%	u	-3%	-6%	23%	-15%	66%[activator]
Cn1c(=O)c(C(=O)c2ccc(S(C)(=O)=O)c(Cl)c2Cl)c(O)c2ccccc21	x	-3%	0%	u	9%	-1%	5%	-24%	-5%
CCCCn1c(SCC(=O)NCc2ccco2)nnc1-c1ccoc1C	-0.8%	-43%	1%	u	-2%	-6%	u	0%	3%
CC(=O)c1ccc(Nc2cc(C)nc3ccccc23)cc1	7.5%	6%	4%	0%	-8%	-5%	5%	-16%	-1%
CCOC(=O)N1CCN(Cc2nnc(-c3ccccc3C)o2)CC1	-0.6%	-19%	0%	1%	2%	6%	15%[57.1 µM]	-13%	-9%[57.1 µM]
Cc1ccccc1Nc1nc2ccccc2s1	1.6%	-15%	-4%	12%	4%	-5%	9%	-14%	-2%
Nc1nc(NCc2ccco2)nc(N2CCOCC2)c1[N+](=O)[O-]	-5.0%	-3%	-1%	195%[activator]	1%	-7%	0%[57.1 µM]	-8%	-5%
CC(=O)c1ccc(NC(=O)CCNS(=O)(=O)c2cc(Br)cnc2N)cc1	0.1%	23%	1%	33%	-11%	3%	-2%	-12%	-4%
Cc1oc2ccc(OS(C)(=O)=O)cc2c1C(=O)OC(C)C	0.1%	u	-1%	-21%	1%	-15%	7%[57.1 µM]	-17%	-11%
CC(=O)Oc1ccccc1C(=O)Nc1ccccc1	x	3%	0%	6%	x	2%	1%[57.1 µM]	x	6%[57.1 µM]
O=C(Nc1nccs1)C1CCCN1S(=O)(=O)c1ccc(F)cc1 (stereo not given)	-0.6%	10%	-6%	u	0%	0%	27%[57.1 µM]	-1%	10%
COc1ccc(Nc2ncnc3c2cnn3-c2ccc(C)cc2C)cc1	5.3%	11%	-5%	-19%	17%	-6%	6%[57.1 µM]	-13%	-3%[57.1 µM]
Cc1ccn2cc(CNS(=O)(=O)c3ccc4ccccc4c3)nc2c1	-1.2%	7%	1%	-4%	-4%	2%	3%	3%	-5%
CC(=O)NC(Cc1ccc(F)c(F)c1)C(=O)NC1CCN(C(=O)c2ccc(Cl)cc2)CC1 (stereo not given)	1.2%	20%	-1%	1%	0%	-10%	5%[57.1 µM]	-6%	5%[57.1 µM]
O=c1c(-c2ccccc2)coc2c(CN3CCCC3)c(O)ccc12	-0.5%	3%	-1%	2%	2%	-4%	-1%	-7%	206%[activator]
COc1ccc(C(=O)Nc2cc(-c3ccccc3)nn2-c2ccccc2F)cc1	1.0%	23%	-4%	-29%	-10%	-19%	12%	4%	-6%
NNC(=O)c1ccc2[nH]c3c(c2c1)CCCC3	-2.1%	-25%	1%	-1%	14%	-6%	6%	u	-2%
Nc1[nH]c(N=NC(=O)c2ccccc2O)c2ccccc12	-0.2%	23%	-2%	15%	20%	-6%	-11%	-8%	-12%

One compound at a time, from the list above.
`Cc1oc2ccc(OS(C)(=O)=O)cc2c1C(=O)OC(C)C` in the list: RXFP1 ag = 0.1%; RGS4 inh = u; Vif-A3G inh = -1%; ALOX12 inh = -21%; mIDH1 inhibitor = 1%; Vif-A3F inh = -15%; rTrxR1 inhibitor = 7%[57.1 µM]; USP1-UAF1 inh = -17%; TrxR1 substrate = -11%
`NNC(=O)c1ccc2[nH]c3c(c2c1)CCCC3` in the list: RXFP1 ag = -2.1%; RGS4 inh = -25%; Vif-A3G inh = 1%; ALOX12 inh = -1%; mIDH1 inhibitor = 14%; Vif-A3F inh = -6%; rTrxR1 inhibitor = 6%; USP1-UAF1 inh = u; TrxR1 substrate = -2%

Next part:
SMILES	RXFP1 ag	RGS4 inh	Vif-A3G inh	ALOX12 inh	mIDH1 inhibitor	Vif-A3F inh	rTrxR1 inhibitor	USP1-UAF1 inh	TrxR1 substrate
COc1ccc(-n2nnnc2CNC(=O)C2CC(=O)N(c3ccc(Cl)cc3)C2)cc1 (stereo not given)	0.7%	4%	-2%	-13%	-14%	3%	8%[57.1 µM]	-8%	5%[57.1 µM]
O=C(c1n[nH]c(=O)c2ccccc12)N1CCN(c2ccccc2)CC1	2.0%	6%	3%	0%	5%	x	18%	-4%	10%
Cc1cc(C)cc(Nc2cc(C(=O)NC3CCC(C)CC3)c3ccccc3n2)c1 (stereo not given)	17%	-2%	0%	-44%&-6%	3%	-20%	-7%	-12%	-3%
CC1CCN(c2nc(Cl)nc(Nc3ccc([N+](=O)[O-])cc3)n2)CC1	-0.4%	2%	1%	-29%	2%	2%	-20%	-18%	-17%
CCc1ccc(OCC(=O)Nc2cccc3c2CCCC3)cc1	-0.1%	-1%	-10%	-2%	5%	-6%	27%	u	5%
COc1ccc(C(=O)Nc2nnc(S(=O)(=O)Cc3ccccc3)s2)cc1	u	27%	9%	8%	0%	18%	14%	-3%	-1%
CC(NC(=O)c1ccc(Br)s1)c1ccncc1 (stereo not given)	-1.4%	-5%	-2%	0%	-7%	4%	4%[57.1 µM]	2%	6%[57.1 µM]
Cc1cccc(NC(=O)Cn2c(O)c(N=NC(=O)c3ccncc3)c3ccccc32)c1	-0.8%	-18%	-2%	-7%	1%	-4%	21%[57.1 µM]	-12%	-3%[57.1 µM]
COc1ccccc1NC(=O)c1ccccc1C(=O)O	2.3%	-33%	0%	0%	4%	2%	6%[57.1 µM]	-10%	8%
COCCn1c(CNC(=O)c2ccc(C)cc2)nc2cccnc21	8.3%	-36%	-17%	-9%	7%	3%	26%[57.1 µM]	-8%	3%[57.1 µM]
COc1ccc(CC(=O)OCCN(C)C)cc1	0.4%	1%	-5%	u	4%	2%	-9%	-8%	-3%
C=CCN(CC=C)Cc1c(C)[nH]c2c(C)c(C)ccc2c1=O	0.1%	1%	0%	24%	6%	13%	16%[57.1 µM]	-18%	-19%[57.1 µM]
CCOc1ccc(-c2nn(CC(=O)NC3CCCC3)c3c2cnc2ccc(C)cc23)cc1	4.4%	3%	0%	-11%	-16%	2%	30%[57.1 µM]	-35%	0%[57.1 µM]
CCn1c(=O)c(C(=O)NCCN2CCCCC2)c(O)c2ccccc21	1.9%	-3%	0%	0%	-6%	-13%	-23%	-3%	-7%
COc1cc(C)ccc1OCC(=O)NC1CCCCCC1	0.3%	-1%	5%	-1%	5%	-1%	17%	-17%	3%

Some of the compounds tested; rates above refer to the full screens.
